Bcl-B Bim block = disrupts Bim peptide binding to human Bcl-B; 190,000 compounds, 0.073% hits; bead-based flow cytometry; inhibition, % at 10 µM; Q9HD36; AID 951;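 further: 0% = tracer peptide without compound and 100% = reference inhibitor peptide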
ABCB1 inh = inhibitors of human ABCB1 transporter, ABCG2 counter-screen; P08183; CCRF-Adr cells, JC-1 efflux, flow cytometry; inhibition, % at 6.6 µM; 190,000 compounds, 0.067% hits; AID 1326; in the data active means inhibition above about 40%;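 further: 0% = vehicle and 100% = reference inhibitor; higher value means more JC-1 retained so stronger ABCB1 efflux block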
Bfl-1 Bim block = disrupts Bim binding to human Bfl-1; 190,000 compounds, 0.12% hits; Q16548; inhibition, % at 10 µM; Bead-based flow cytometry, Bim-Bfl-1 binding inhibition;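 further: 0% = wells without compound plus tracer and 100% = blocker peptide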
ABCG2 block = blocks JC-1 efflux by human ABCG2 transporter | 190,000 compounds, 0.1% hits | IgMXP3 cells, flow cytometry | inhibition, % at 6.6 µM | Q9UNQ0 | AID 1325;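 active means inhibition above 80%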;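 further: 0% = DMSO and 100% = nicardipine control wells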
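Measure – % inhibition of efflux relative to nicardipine and DMSO · Test system – ABCG2 IgMXP3 and barcoded ABCB1 CCRF-Adr cell mix · Control set – nicardipine as high control, DMSO as low control · Compound – one concentration, 6.6 µM final · Signal – flow cytometry of retained JC-1 fluorescence · Timing – 10 min exposure at 25 °C with rotation, no wash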
RGS4-Gao reg = modulates binding of RGS4 to human Galphao; P09471; Multiplexed bead flow cytometry; actives lie on both sides; binding response (% of control), % at 10 µM; 220,000 compounds, 0.33% hits; in the data active means binding response below about 49% or above about 150%; inactive means in between;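 further: fluorescent Galphao activated with aluminum fluoride binding bead-coupled RGS4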
Target sequence (P09471 whole entry, looked up): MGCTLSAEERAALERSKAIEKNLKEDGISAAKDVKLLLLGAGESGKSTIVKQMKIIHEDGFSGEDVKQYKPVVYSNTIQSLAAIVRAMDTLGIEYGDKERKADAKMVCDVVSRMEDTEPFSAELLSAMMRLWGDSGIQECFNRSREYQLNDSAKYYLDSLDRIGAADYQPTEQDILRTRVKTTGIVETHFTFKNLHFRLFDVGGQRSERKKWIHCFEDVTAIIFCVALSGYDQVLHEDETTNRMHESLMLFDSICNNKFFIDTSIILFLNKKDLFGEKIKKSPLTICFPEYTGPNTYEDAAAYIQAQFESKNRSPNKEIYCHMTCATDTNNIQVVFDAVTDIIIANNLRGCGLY
Mcl-1 Bim block = inhibitors of Bim-Mcl-1 interaction, human. Bead-based flow cytometry, Bim peptide-Mcl-1 binding. inhibition, % at 10 µM. 190,000 compounds, 0.1% hits. AID 1009;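 further: 0% = no compound tracer wells and 100% = peptide blocker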
RGS7-Gao reg = modulates binding of RGS7 to human Galphao; P09471; Multiplexed bead flow cytometry; actives lie on both sides; binding response (% of control), % at 10 µM; 220,000 compounds, 0.35% hits; in the data active means binding response below about 49% or above about 150%;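 further: fluorescent Galphao held in activated GDP-AlF4 state binding bead-coupled RGS7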
Bcl-2 Bim block = human Bim-Bcl-2 interaction inhibition. P10415. Bead-based flow cytometry, Bim peptide-Bcl-2 binding. inhibition, % at 10 µM. 190,000 compounds, 0.06% hits; in the data active means inhibition above about 40%;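 further: 0% = no compound wells with probe peptide and 100% = reference peptide inhibitor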
Target sequence (P10415 whole entry, looked up): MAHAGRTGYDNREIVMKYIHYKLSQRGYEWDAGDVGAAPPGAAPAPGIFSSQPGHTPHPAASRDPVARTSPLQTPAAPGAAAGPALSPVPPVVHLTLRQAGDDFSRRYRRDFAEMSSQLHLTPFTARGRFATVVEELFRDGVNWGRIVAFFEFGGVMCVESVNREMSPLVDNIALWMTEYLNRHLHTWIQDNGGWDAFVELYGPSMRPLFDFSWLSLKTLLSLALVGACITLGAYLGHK
Bcl-W Bim block = human Bim-Bcl-W interaction inhibition; 190,000 compounds, 0.02% hits; bead-based flow cytometry, Bim peptide-Bcl-W binding; inhibition, % at 10 µM;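 further: 0% = bound tracer without compound and 100% = peptide blocker; higher means less fluorescent Bim peptide bound to Bcl-W beads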
RGS8-Gao = regulators of human RGS8-Galphao interaction | P09471 | multiplexed bead flow cytometry, RGS8-Galphao binding; actives lie on both sides | response (percent of control binding), % at 10 µM | 220,000 compounds, 0.34% hits | AID 1423; in the data active means response below about 60% or above about 140%; inactive means in between;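 further: Galphao activated as the GDP aluminium fluoride complex binding bead-coupled RGS8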
Bim-Bcl-XL = human Bim-Bcl-XL interaction inhibition; 190,000 compounds, 0.04% hits; Bim peptide-Bcl-XL binding, bead flow cytometry, fluorescence; AID 1007; inhibition, % at 10 µM
Target sequence (Q07817 whole entry, looked up): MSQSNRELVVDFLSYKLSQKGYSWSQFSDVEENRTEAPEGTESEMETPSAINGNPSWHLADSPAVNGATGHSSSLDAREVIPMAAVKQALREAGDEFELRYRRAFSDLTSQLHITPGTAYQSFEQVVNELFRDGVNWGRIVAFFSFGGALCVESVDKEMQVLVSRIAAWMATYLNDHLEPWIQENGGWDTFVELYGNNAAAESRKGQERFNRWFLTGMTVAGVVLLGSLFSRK
Starred values were filed as active, the others as inactive. Unless noted, no stated cut-off is given here; in the data, active means inhibition above about 40%.

nr	smiles	Bcl-B Bim block	ABCB1 inh	Bfl-1 Bim block	ABCG2 block	RGS4-Gao reg	Mcl-1 Bim block	RGS7-Gao reg	Bcl-2 Bim block	Bcl-W Bim block	RGS8-Gao	Bim-Bcl-XL
1	Cc1ccsc1C(=O)OCC(=O)NCC1CCCO1 (stereo unspecified)	-6	0.1	-7	0	92	-2	88	-4	5	89	-7
2	CC(=O)c1cc(N2CCC(C(=O)O)CC2)ccc1[N+](=O)[O-]	-5	0.0	-12	0	108	0	111	-1	-1	117	-1
3	Cc1ccc(S(=O)(=O)Nc2ccccc2-c2ccccc2)cc1	0	0.4	-1	1	100	-4	99	-3	0	89	0
4	CCO[C@@H]1OC(C(=O)N2CCOCC2)=C[C@H](c2coc3ccccc3c2=O)[C@H]1CCCO	-2	0.6	-3	3	109	-3	111	-1	-1	105	-2
5	c1ccc(CCNc2nc(-c3cccnc3)cs2)cc1	4	0.3	0	1	102	-3	100	-4	-1	99	0
6	O=S(=O)(c1ccc2ccccc2c1)N1CCCOC1	-3	-0.2	-10	-1	100	0	98	-5	3	102	3
7	c1csc(-c2nnc3ccccn23)c1	0	0.4	0	2	96	0	97	-4	0	101	0
8	Cc1cc(C#N)c(C)n1-c1cc(S(=O)(=O)N2CCOCC2)ccc1N1CCCC1	-25	2.2	16	2	95	-9	123	0	-3	88	-6
9	Cc1ccc(N2CC(C(=O)NCc3cccs3)CC2=O)cc1 (stereo unspecified)	0	0.8	-2	4	98	0	99	0	-1	101	-1
10	Cc1cc(C)cc(NC(=O)C2CCN(c3cnccn3)CC2)c1	2	1.9	0	18	99	0	96	0	-1	97	-1
11	CC1=[N+](C)N(c2ccccc2)C(=O)C1N=Cc1c(Cl)cccc1Cl (stereo unspecified)	-6	1.0	-6	4	99	-1	98	-5	-3	103	-5
12	Cc1cc(C)c2cc(CN(CCO)Cc3nnnn3Cc3ccc(F)cc3)c(=O)[nH]c2c1	-2	0.4	-1	3	103	-4	102	-3	-2	102	0
13	COC(=O)c1sccc1N/N=C(\C)c1ccc(F)c(Cl)c1	0	0.6	-2	4	109	3	105	-5	2	101	3
14	CCOc1cnn(-c2cc(Oc3ccc(C)cc3)ncn2)c(=O)c1Cl	-19	0.2	-7	15	104	-53	99	-13	4	105	-12
15	C=CCNc1nc(Nc2ccc(OC)cc2OC)nc(OCC)n1	-8	1.6	-11	7	114	-7	137	-3	0	102	-4

The list goes on; it opens with the 2 that closed the last part.
nr	smiles	Bcl-B Bim block	ABCB1 inh	Bfl-1 Bim block	ABCG2 block	RGS4-Gao reg	Mcl-1 Bim block	RGS7-Gao reg	Bcl-2 Bim block	Bcl-W Bim block	RGS8-Gao	Bim-Bcl-XL
14	CCOc1cnn(-c2cc(Oc3ccc(C)cc3)ncn2)c(=O)c1Cl	-19	0.2	-7	15	104	-53	99	-13	4	105	-12
15	C=CCNc1nc(Nc2ccc(OC)cc2OC)nc(OCC)n1	-8	1.6	-11	7	114	-7	137	-3	0	102	-4
16	CN(C)c1nc(N(C)C)n(C(=O)c2ccc(F)cc2)n1	0	-0.1	-3	1	97	0	90	0	5	99	0
17	CCOc1cc(C)c(Cl)cc1S(=O)(=O)NCc1ccco1	-12	0.2	-14	3	96	-4	101	-12	-2	102	-30
18	O=C(NC1CCCC1)c1nc2c(nnn2Cc2cccc(Cl)c2)c(=O)[nH]1	-2	0.4	-5	1	80	4	82	-4	4	88	-2
19	NC(=O)CN1CCCN(S(=O)(=O)c2ccc(Br)cc2)CC1	0	-0.1	-5	0	101	-3	100	-4	-2	113	0
20	COC(c1ccccc1)c1nnc(CCC(=O)NCc2cccc(-n3cccn3)c2)o1 (stereo unspecified)	-2	-1.9	-7	-3	100	-5	105	-6	0	103	-2
21	Cc1ccc(/C=C(\C#N)c2nn(-c3ccccc3)c(N)c2C#N)cc1	-4	-0.3	3	-2	102	-3	94	0	1	97	-1
22	O=C(CSc1ccccc1)NCCSCc1ccccc1	-1	0.5	-4	-2	103	1	98	-3	0	102	-2
23	CC(NC(=O)c1cccnc1)c1ccc2c(c1)OCO2 (stereo unspecified)	-8	0.1	-13	17	100	-3	102	-8	-2	103	-4
24	Cc1nn(-c2nc3ccccc3s2)c(C)c1Oc1ccccc1O	-7	-0.6	-21	6	103	-5	104	-8	-5	106	-7
25	Cc1sc(NC(=O)c2cccs2)c(C(N)=O)c1C	-21	0.4	-21	19	96	-12	111	-15	-8	96	-14
26	O=C(CCCc1ccccc1)NCCC1=CCCCC1	-3	-0.5	-2	-2	99	0	103	0	-2	103	0
27	N/C(=N\OC(=O)Cc1ccc(Cl)cc1)c1cccnc1	-5	0.9	-3	3	102	-1	100	-2	-3	101	-3
28	O=C(N[C@@H](Cc1ccccc1)C(=O)OCc1ccccc1)c1nc[nH]c1C(=O)NCc1ccccc1	-5	1.2	-6	6	103	-3	100	-3	-1	106	-1
29	O=C(CN(Cc1ccc(F)cc1)C(=O)Cn1nnc2ccccc21)NCC1CCCO1 (stereo unspecified)	-9	0.1	-21	3	103	-6	98	-10	-5	99	-9
30	O=C(NCCCn1ccnc1)c1cc2c(s1)CCCCC2	1	-0.2	0	0	97	1	96	1	1	100	-2
31	COc1ccc(-n2c(Cc3cccn3C)nnc2SCC(=O)NCCc2ccccc2)cc1	9	1.6	12	4	106	12	101	15	14	101	14
32	COc1ccc(OC)c(C2c3c(oc4ccccc4c3=O)C(=O)N2CCCN(C)C)c1 (stereo unspecified)	-4	0.2	-8	0	102	-2	95	-6	0	98	-7
33	Cc1ccc(NCC(=O)N/N=C/c2ccc(OC(=O)c3ccco3)cc2)cc1	-3	0.1	-2	1	99	-1	100	-4	0	96	-1
34	O=C(O)/C=C/c1cnc2ccccc2c1	-3	-0.2	-2	0	95	1	92	-1	-2	98	-2
35	O=C1N/C(=N/O)S/C1=C\c1ccccc1-n1cccn1	2	-0.7	6	0	104	-1	106	0	-2	102	-1
36	O=C(Nc1nc2ccc([N+](=O)[O-])cc2s1)C1CCCO1 (stereo unspecified)	-12	0.3	-10	3	90	-6	106	-6	0	94	-8
37	C=CCn1c(CCc2ccc(OC(C)C)cc2)n[nH]c1=S	-15	0.1	1	14	100	-3	106	-1	-3	101	-4
38	COc1cccc(NS(=O)(=O)c2ccc3c(c2)C2C=CCC2C(c2ccc(C(=O)O)cc2)N3)c1 (stereo unspecified)	1	-1.2	23	-9	90	6	83	6	1	91	-3
39	CC(C)(C)NC(=O)CN(Cc1ccc2c(c1)OCO2)C(=O)CCC(=O)Nc1nccs1	2	-0.6	5	1	99	0	99	-2	-1	100	-1
40	O=S(=O)(Cc1cc(N2CCOCC2)nc(-c2ccccn2)n1)c1ccccc1	0	0.5	-4	3	103	4	102	0	1	102	-1
41	N#C/C(=N\Nc1ccc(F)cc1)C(=N)N1CCCCCC1	-1	0.3	-5	5	104	-1	105	-4	0	100	-1
42	COc1ccc(C(=O)Nc2ccc(Cl)c(S(=O)(=O)Nc3ccccc3OC)c2)cc1	3	-0.3	3	-5	99	0	102	1	2	105	2
43	CN(C)CCCOC(=O)c1cc2ccccc2o1	0	0.3	0	1	112	0	129	-3	2	107	1
44	O=C(C1=COCCO1)N1CCN(S(=O)(=O)c2cccc(Cl)c2Cl)CC1	2	0.9	0	3	98	1	100	-1	0	98	-1
45	CCCCOc1ccc(-c2nnc(-c3ccco3)o2)cc1	-4	0.5	-3	12	100	-2	99	0	-1	99	0

Given screen by screen: 3 of the compounds above
31. COc1ccc(-n2c(Cc3cccn3C)nnc2SCC(=O)NCCc2ccccc2)cc1
40. O=S(=O)(Cc1cc(N2CCOCC2)nc(-c2ccccn2)n1)c1ccccc1
39. CC(C)(C)NC(=O)CN(Cc1ccc2c(c1)OCO2)C(=O)CCC(=O)Nc1nccs1

| Compound | 31 | 40 | 39 |
| --- | --- | --- | --- |
| Bcl-B Bim block | 9 | 0 | 2 |
| ABCB1 inh | 1.6 | 0.5 | -0.6 |
| Bfl-1 Bim block | 12 | -4 | 5 |
| ABCG2 block | 4 | 3 | 1 |
| RGS4-Gao reg | 106 | 103 | 99 |
| Mcl-1 Bim block | 12 | 4 | 0 |
| RGS7-Gao reg | 101 | 102 | 99 |
| Bcl-2 Bim block | 15 | 0 | -2 |
| Bcl-W Bim block | 14 | 1 | -1 |
| RGS8-Gao | 101 | 102 | 100 |
| Bim-Bcl-XL | 14 | -1 | -1 |

An excerpt from above in order of length of the SMILES, highest first.
nr	smiles	Bcl-B Bim block	ABCB1 inh	Bfl-1 Bim block	ABCG2 block	RGS4-Gao reg	Mcl-1 Bim block	RGS7-Gao reg	Bcl-2 Bim block	Bcl-W Bim block	RGS8-Gao	Bim-Bcl-XL
38	COc1cccc(NS(=O)(=O)c2ccc3c(c2)C2C=CCC2C(c2ccc(C(=O)O)cc2)N3)c1 (stereo unspecified)	1	-1.2	23	-9	90	6	83	6	1	91	-3
40	O=S(=O)(Cc1cc(N2CCOCC2)nc(-c2ccccn2)n1)c1ccccc1	0	0.5	-4	3	103	4	102	0	1	102	-1
43	CN(C)CCCOC(=O)c1cc2ccccc2o1	0	0.3	0	1	112	0	129	-3	2	107	1

(list continues)
nr	smiles	Bcl-B Bim block	ABCB1 inh	Bfl-1 Bim block	ABCG2 block	RGS4-Gao reg	Mcl-1 Bim block	RGS7-Gao reg	Bcl-2 Bim block	Bcl-W Bim block	RGS8-Gao	Bim-Bcl-XL
46	Cc1ccc(C2=NN(C)c3nc4ccccc4n3C2)cc1	4	1.7	-2	5	101	3	98	4	9	102	-1
47	Cc1oc(-c2ccccc2Cl)nc1Cn1cccc1C1=NC(c2ccccc2)CO1 (stereo unspecified)	-7	1.4	-19	9	99	-3	98	-16	0	100	-9
48	Cc1nc(Oc2ccccc2)c2oc3ccccc3c2n1	-10	0.5	-17	2	105	-2	107	-14	-1	105	-8
49	Cc1cc(C)c(S(=O)(=O)NC(CC(=O)O)c2cccc([N+](=O)[O-])c2)c(C)c1 (stereo unspecified)	-1	0.5	-4	0	103	0	105	-3	-2	102	0

Quoted from the listing.
RGS7-Gao reg with Cc1ccc(C2=NN(C)c3nc4ccccc4n3C2)cc1 stands at 98
Bim-Bcl-XL with Cc1cc(C)c(S(=O)(=O)NC(CC(=O)O)c2cccc([N+](=O)[O-])c2)c(C)c1 (stereo unspecified) stands at 0
Mcl-1 Bim block with Cc1nc(Oc2ccccc2)c2oc3ccccc3c2n1 stands at -2
Bcl-W Bim block with Cc1oc(-c2ccccc2Cl)nc1Cn1cccc1C1=NC(c2ccccc2)CO1 (stereo unspecified) stands at 0

High-throughput results (PubChem)
